# High-throughput results as filed in PubChem.
# Pf apPOL block = Pf-apPOL DNA polymerase inhibition; Recombinant Pf-apPOL, molecular beacon fluorescence, 1.5 h; inhibition, % at 10 µM; 210,000 compounds, 0.25% hits
# mHTT CaM bind = inhibitors of human mutant huntingtin-calmodulin interaction; AlphaScreen His-mHTT/GST-CaM binding, luminescence; inhibition, % at 15 µM; 190,000 compounds, 3.6% hits; P42858; AID 1671202;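 also: 0% = both proteins with DMSO and 100% = one protein alone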
# Target sequence (P42858 whole entry, looked up, stated change not applied): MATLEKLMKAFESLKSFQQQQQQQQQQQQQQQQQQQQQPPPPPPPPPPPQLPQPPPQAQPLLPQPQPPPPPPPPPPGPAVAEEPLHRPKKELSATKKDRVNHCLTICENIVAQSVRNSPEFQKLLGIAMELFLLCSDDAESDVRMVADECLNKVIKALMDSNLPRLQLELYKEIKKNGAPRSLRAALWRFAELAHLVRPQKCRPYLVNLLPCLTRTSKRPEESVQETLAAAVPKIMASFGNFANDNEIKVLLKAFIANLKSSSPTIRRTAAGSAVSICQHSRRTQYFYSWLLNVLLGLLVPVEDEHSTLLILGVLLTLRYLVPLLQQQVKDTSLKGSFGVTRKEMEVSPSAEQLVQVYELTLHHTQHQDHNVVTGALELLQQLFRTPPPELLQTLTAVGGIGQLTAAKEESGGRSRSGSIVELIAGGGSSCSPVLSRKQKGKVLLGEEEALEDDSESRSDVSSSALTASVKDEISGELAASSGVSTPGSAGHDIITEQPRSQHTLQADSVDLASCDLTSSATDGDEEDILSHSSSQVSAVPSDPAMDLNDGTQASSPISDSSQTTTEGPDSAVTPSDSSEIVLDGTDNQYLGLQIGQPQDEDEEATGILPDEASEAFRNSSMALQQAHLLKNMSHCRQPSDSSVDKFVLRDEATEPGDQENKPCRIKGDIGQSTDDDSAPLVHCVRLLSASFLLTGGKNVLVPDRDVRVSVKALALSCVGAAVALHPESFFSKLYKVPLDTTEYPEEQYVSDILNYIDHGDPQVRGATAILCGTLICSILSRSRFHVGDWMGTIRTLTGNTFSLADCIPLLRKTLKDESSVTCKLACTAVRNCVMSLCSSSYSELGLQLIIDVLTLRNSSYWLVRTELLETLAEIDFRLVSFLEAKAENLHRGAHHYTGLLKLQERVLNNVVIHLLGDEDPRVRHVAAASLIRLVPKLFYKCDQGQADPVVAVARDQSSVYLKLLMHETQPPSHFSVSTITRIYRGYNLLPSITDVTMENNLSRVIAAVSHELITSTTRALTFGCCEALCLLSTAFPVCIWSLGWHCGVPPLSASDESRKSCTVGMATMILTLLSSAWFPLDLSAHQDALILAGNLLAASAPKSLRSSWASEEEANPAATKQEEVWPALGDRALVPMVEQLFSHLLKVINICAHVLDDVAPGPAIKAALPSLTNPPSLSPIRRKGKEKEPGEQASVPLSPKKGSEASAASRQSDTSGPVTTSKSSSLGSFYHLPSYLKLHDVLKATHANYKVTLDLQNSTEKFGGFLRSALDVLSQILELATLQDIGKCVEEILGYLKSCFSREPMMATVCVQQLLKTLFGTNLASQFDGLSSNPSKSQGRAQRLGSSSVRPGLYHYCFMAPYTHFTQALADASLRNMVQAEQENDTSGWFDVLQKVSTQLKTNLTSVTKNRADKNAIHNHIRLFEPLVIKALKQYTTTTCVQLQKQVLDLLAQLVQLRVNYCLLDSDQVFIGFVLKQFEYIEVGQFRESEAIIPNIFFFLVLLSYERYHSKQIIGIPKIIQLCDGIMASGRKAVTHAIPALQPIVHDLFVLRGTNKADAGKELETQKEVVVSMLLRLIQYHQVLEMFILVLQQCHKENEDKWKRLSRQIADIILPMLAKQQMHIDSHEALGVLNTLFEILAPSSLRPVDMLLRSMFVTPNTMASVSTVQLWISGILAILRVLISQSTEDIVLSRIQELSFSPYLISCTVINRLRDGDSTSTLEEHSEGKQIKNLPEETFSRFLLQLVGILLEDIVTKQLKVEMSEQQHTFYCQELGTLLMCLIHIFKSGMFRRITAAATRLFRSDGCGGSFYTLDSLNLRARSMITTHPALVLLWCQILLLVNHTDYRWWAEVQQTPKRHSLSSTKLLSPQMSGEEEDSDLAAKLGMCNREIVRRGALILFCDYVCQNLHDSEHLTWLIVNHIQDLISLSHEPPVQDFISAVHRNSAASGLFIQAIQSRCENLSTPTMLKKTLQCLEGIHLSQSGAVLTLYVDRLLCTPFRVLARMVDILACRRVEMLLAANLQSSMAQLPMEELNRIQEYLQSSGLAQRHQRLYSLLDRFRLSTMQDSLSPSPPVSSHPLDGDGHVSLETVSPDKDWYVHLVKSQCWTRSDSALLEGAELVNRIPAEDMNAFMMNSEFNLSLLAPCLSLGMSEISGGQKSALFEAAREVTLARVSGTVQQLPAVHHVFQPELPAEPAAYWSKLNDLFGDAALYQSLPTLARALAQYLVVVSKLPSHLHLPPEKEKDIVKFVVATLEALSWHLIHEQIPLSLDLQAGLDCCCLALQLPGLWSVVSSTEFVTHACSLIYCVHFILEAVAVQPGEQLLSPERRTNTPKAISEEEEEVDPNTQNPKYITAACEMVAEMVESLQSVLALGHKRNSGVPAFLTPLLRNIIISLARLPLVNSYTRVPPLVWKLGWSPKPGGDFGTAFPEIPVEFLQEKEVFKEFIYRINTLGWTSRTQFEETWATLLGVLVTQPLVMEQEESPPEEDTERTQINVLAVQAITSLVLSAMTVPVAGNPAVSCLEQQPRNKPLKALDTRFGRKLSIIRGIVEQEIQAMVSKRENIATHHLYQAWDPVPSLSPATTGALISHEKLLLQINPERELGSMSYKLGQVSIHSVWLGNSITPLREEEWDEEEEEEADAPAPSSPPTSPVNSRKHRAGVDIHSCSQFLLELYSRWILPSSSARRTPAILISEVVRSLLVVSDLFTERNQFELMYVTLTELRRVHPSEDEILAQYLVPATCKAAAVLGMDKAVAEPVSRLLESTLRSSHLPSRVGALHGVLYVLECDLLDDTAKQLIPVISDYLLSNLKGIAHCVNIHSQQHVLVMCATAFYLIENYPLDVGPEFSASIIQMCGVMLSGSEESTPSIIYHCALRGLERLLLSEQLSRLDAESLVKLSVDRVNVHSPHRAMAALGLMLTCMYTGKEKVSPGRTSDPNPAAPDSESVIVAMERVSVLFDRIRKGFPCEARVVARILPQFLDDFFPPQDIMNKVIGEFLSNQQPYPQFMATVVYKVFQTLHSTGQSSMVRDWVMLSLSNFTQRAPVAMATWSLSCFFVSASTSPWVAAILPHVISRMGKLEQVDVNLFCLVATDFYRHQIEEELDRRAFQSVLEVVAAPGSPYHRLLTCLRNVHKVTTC
# * = called active by the depositor; . = not tested or not shown; & = joins results of further samples. Rule as the data show it: active = inhibition above about 50%; inactive = the rest. Hits appear at their usual frequency. About 3.5% of those tested had a hit in this group.
SMILES,Pf apPOL block,mHTT CaM bind
Cc1nccn1S(=O)(=O)c1ccc(Cl)cc1,-4&3,-4&-3
Cc1ccccc1NC(=O)N1CCC2(CC1)Nc1ccccc1-n1cccc12,-2,33
CCOc1ccc(N(CC(=O)NCc2ccco2)S(C)(=O)=O)cc1,-7,-4
CCOc1ccc(C(=O)Nc2c3c(nn2-c2ccc(OC)cc2)CS(=O)(=O)C3)cc1OCC,-6,15
Cc1c(Cl)cccc1NC(=O)C1C(C=C(Cl)Cl)C1(C)C (stereo unspecified),1,-16
O=C1C(=Cc2cccnc2)Oc2c1ccc(O)c2CN1CCCC1,-3,2
Nc1cc(C2CCN(C(=O)NCCc3ccccc3)CC2)no1,-6,-9
COc1ccc(C(=O)N2CCC3(CC2)NC(=O)N(Cc2ccccc2Cl)C3=O)cc1F,-5,15
Cc1ccc([C@H]2C[C@@H](O)[C@H](n3cc(COC(=O)c4ccccc4)nn3)CN2C(=O)C2CCCCC2)cc1,-3,30
O=c1cnc2ccc(Br)cc2[nH]1,.,1
Cc1cc(C2CCCN2Cc2cn[nH]c2-c2cccc(Br)c2)on1 (stereo unspecified),-4,15
O=C(NCCCNc1ccc(Cl)cc1[N+](=O)[O-])c1ccccc1F,-4,15
Cc1ccc(N2CCC(NC(=O)Nc3ccccc3C)C2=O)cc1 (stereo unspecified),0,1
CC1=C(C(=O)Nc2cc(C)ccn2)C(c2ccccc2C)C2=C(CCCC2=O)N1 (stereo unspecified),2,4
Cc1ccc2n1CCN(C(=O)Nc1ccc(F)cc1)C2C(C)C (stereo unspecified),-8,13
O=[N+]([O-])c1ccc(OCCCCCCOc2ccc([N+](=O)[O-])cc2)cc1,-3&-16,.
O=C(Oc1cccc2cccnc12)N1CCCCCC1,0,-6
C=C(C)COc1ccc2c(=O)c(-c3ccc(OC)cc3)coc2c1,-9,1
O=C(COc1ccc(C(=O)N2CCN(CCc3ccccc3)CC2)cc1)C1CC1,-6,8
CCCN1C(=O)Cc2ccccc2C1C(=O)NCc1ccccc1C(F)(F)F (stereo unspecified),-6,1
CNC(=O)CN(c1cc(C(F)(F)F)ccc1Cl)S(=O)(=O)c1ccccc1,-3,-3
COc1cc(C(=O)Nc2c3c(nn2-c2ccc(F)cc2)CSC3)cc(OC)c1OC,-3,2
CC(C)n1cnnc1C1CCCN(C(=O)c2cccn2C)C1 (stereo unspecified),2,-5
COc1ccc(N2C[C@H](C)[C@@H](CC(=O)Nc3ccccc3)C2=O)cc1,-7,-4
O=C(CN1CCN(c2ccc([N+](=O)[O-])c(N3CCCCC3)c2)CC1)N1CCOCC1,-2,24
CC1=C(C(=O)Nc2ccc(C)cn2)C(c2ccc(N(C)C)cc2)C2=C(CCCC2=O)N1 (stereo unspecified),-12,19
COc1ccc(CN2C(=O)c3ccccc3CC2(C)C(=O)NCc2ccccc2)cc1 (stereo unspecified),-6,-1
Cc1c(NS(C)(=O)=O)cccc1-c1nc2cccnc2s1,-7,0
CCC(C)(C(=O)NC1CCCCC1)N(CC1CCCO1)C(=O)c1cnccn1 (stereo unspecified),-1,-4
Oc1oc(-c2ccccc2)nc1C=Nc1ccccc1I,-4,5
CCn1c(SCC(=O)c2ccc(Cl)cc2)nnc1-c1cccs1,-7,4
CN(C)CC1CN(C(=O)c2n[nH]c3c2CCCC3)CC12CCOCC2 (stereo unspecified),-5,1
COC(=O)c1ccccc1NC(=O)c1nc(-c2cccc(F)c2)n2c1CCCCC2,1,3
Cn1c(-c2ccc(OCC(F)(F)F)nc2)n[nH]c1=S,-6,.
O=C(NCc1ccccc1Cl)c1ccc(-n2cccn2)nn1,4,-6
CCc1cccc(NC(=O)Nc2ccc(N3CCC(C(=O)NC)CC3)nc2)c1,-4,4
CCOC(=O)Cc1csc(NC(=O)c2ccc(-n3nc(C)cc3C)nn2)n1,1,21
Cc1ccc(NC(=O)N2CCC(n3c(-c4ccco4)nc4cccnc43)C2)cc1C (stereo unspecified),2,31
O=C(O)c1ccccc1C(=O)Nc1cccc2cccnc12,-5,4
Cc1cc(SCC(=O)Nc2ccccc2[N+](=O)[O-])n2nc(C)c(-c3ccccc3)c2n1,-6,1

# Pulled one by one from the list above:
SMILES,Pf apPOL block,mHTT CaM bind
Cc1nccn1S(=O)(=O)c1ccc(Cl)cc1,-4&3,-4&-3
O=C(Oc1cccc2cccnc12)N1CCCCCC1,0,-6
Cc1ccc(NC(=O)N2CCC(n3c(-c4ccco4)nc4cccnc43)C2)cc1C (stereo unspecified),2,31
Cc1ccc(N2CCC(NC(=O)Nc3ccccc3C)C2=O)cc1 (stereo unspecified),0,1
O=[N+]([O-])c1ccc(OCCCCCCOc2ccc([N+](=O)[O-])cc2)cc1,-3&-16,.
Cc1ccccc1NC(=O)N1CCC2(CC1)Nc1ccccc1-n1cccc12,-2,33

# Grouped by structure: those above with fluorine.
SMILES,Pf apPOL block,mHTT CaM bind
COc1ccc(C(=O)N2CCC3(CC2)NC(=O)N(Cc2ccccc2Cl)C3=O)cc1F,-5,15
O=C(NCCCNc1ccc(Cl)cc1[N+](=O)[O-])c1ccccc1F,-4,15
Cc1ccc2n1CCN(C(=O)Nc1ccc(F)cc1)C2C(C)C (stereo unspecified),-8,13
CCCN1C(=O)Cc2ccccc2C1C(=O)NCc1ccccc1C(F)(F)F (stereo unspecified),-6,1
CNC(=O)CN(c1cc(C(F)(F)F)ccc1Cl)S(=O)(=O)c1ccccc1,-3,-3
COc1cc(C(=O)Nc2c3c(nn2-c2ccc(F)cc2)CSC3)cc(OC)c1OC,-3,2
COC(=O)c1ccccc1NC(=O)c1nc(-c2cccc(F)c2)n2c1CCCCC2,1,3
Cn1c(-c2ccc(OCC(F)(F)F)nc2)n[nH]c1=S,-6,.

# Carrying on:
SMILES,Pf apPOL block,mHTT CaM bind
Cc1ccc(Cc2c(C)nc3nc(SCC(=O)NC4CCCC4)nn3c2C)cc1,0,3
O=C(COc1ccccc1)Nc1c2c(nn1-c1cccc(Cl)c1)CS(=O)(=O)C2,-7,5
COc1cc(NS(=O)(=O)c2cc3c(s2)CCN(C(C)=O)C3)cc(OC)c1,-1,5
CCCNc1cc(N2CCC(CCC(=O)N(C)Cc3cn(C)nc3C)CC2)ncn1,-2,3
CCN(CC)C(=O)c1nn(-c2ccccc2OC)c(=O)c2ccccc12,0,-12
CC(C)(C)c1ccc(C(=O)ONC(=O)c2ccc(Cl)c(Cl)c2)cc1,-7,.
O=C(CCc1ccccc1)N1CCCC(c2n[nH]c(C3CC3)n2)C1 (stereo unspecified),-3,1
Cc1ccc(NC(=O)Cn2c(=O)n(-c3ccc(F)cc3)c3ncccc32)cc1,4,-3
CCC1CN(C(=O)Nc2ccccc2F)c2ccccc2O1 (stereo unspecified),1,-31
CN1C(=O)C(=Cc2ccc(-c3cc([N+](=O)[O-])ccc3Cl)o2)C(=O)N(C)C1=O,-3,2
CC1=C(C(=O)Nc2ccc(Cl)cc2)C(c2ccc([N+](=O)[O-])cc2)n2nnnc2N1 (stereo unspecified),-1,24
COc1ccc(Br)c(C(=O)Nc2ccc3c(c2)C(=O)NCC3)c1,-11,-6
CC1CCc2nn(CC(=O)Nc3ccccc3Cl)c(=O)cc2C1 (stereo unspecified),0,0
Cc1ccc(/C=C2\N=C(c3cccc([N+](=O)[O-])c3)OC2=O)cc1,-8,3
COc1ccc2c(c1)OC(=Cc1ccc(OS(C)(=O)=O)cc1)C2=O,-15,-2
CCCNC(=O)C1c2ccccc2CC(=O)N1Cc1ccccc1 (stereo unspecified),2,-5
COc1ccc(-n2nc3c(c2NC(=O)c2cc(OC)c(OC)cc2[N+](=O)[O-])CSC3)cc1,4,31
CCC(=O)Nc1ccc(NC(=O)c2ccc(C)c(Cl)c2)cc1,7,-6
CC1CC(C)CN(S(=O)(=O)N2CCCC(C(=O)NCCN3CCCC3)C2)C1 (stereo unspecified),-14,-2
COc1ncccc1CNC(=O)c1ccc(F)cc1,-3,-3
COc1ccc(-c2ncccc2CNC(=O)c2ccc(N(C)C)cc2)cc1,-13,5
COc1cc(/C=C2/C=C(c3ccc(C(C)C)cc3)OC2=O)cc(OC)c1OC,-10,17
O=S(=O)(Nc1cccc(F)c1)c1ccc(Cl)cc1,-10,-14
CCc1ccccc1NC(=O)c1noc2c1CC(C)CC2 (stereo unspecified),-1,-34
CC1=NN(c2ccccc2)C(=O)C1C(c1ccccc1Cl)C(C#N)C#N (stereo unspecified),-2,25
O=C(NC1CCCCCCC1)C1c2ccccc2C(=O)N1Cc1ccc(F)cc1 (stereo unspecified),-11,1
COc1ccc(OC)c(C(O)CN2CCN(c3cccc(C)c3)CC2)c1 (stereo unspecified),2,6
CSc1ccc(C2SCC(=O)N2c2ccc(C)c(F)c2)cc1 (stereo unspecified),-2,-5
Cc1ccc2[nH]c(-c3ccccc3)c(CN3CCOCC3)c(=O)c2c1,-7,-4
COc1cccc(C(=O)Nc2ccc(-c3ccc4nnc(-c5cccs5)n4n3)cc2)c1,1,5
O=[N+]([O-])c1ccc(C23CC4CC(CC(Br)(C4)C2)C3)cc1,-4,20
Cc1ccc(-c2csc3c(=O)[nH]c(N4CCN(C5CCCCC5)CC4)nc23)cc1,-4,2
COc1ccc(-c2cc(C(F)(F)F)n3ncc(C(=O)Nc4ccc(OC)c(OC)c4)c3n2)cc1,17,4
O=C(O)c1ccc(NC(=O)c2cccc([N+](=O)[O-])c2)cc1,-3,-8
COc1cc(CN2CCN(c3ccccc3C)CC2)c([N+](=O)[O-])cc1OC,0,23
O=C1c2ccccc2-c2nc3cc(Cl)c(Cl)cc3nc21,-4,13
O=C(Nc1ccccc1C(F)(F)F)C1CN(C(=O)c2cccs2)C1,-8,-16
Cc1ccnc(N2CCCC(C(=O)Nc3cccc(C)c3C)C2)n1 (stereo unspecified),2,-11
O=C(c1c(F)cccc1F)N1CCCC(c2ccnc(-c3cccc(F)c3)n2)C1 (stereo unspecified),-4,1
CC(C)c1[nH]nc2c1C(c1cccc(Cl)c1Cl)C(C#N)=C(N)O2 (stereo unspecified),-3,9
N#Cc1ccccc1N=c1oc2ccccc2cc1C(N)=O,-2,29
Cc1oc(C2CCN(C(=O)c3cc(F)ccc3Cl)CC2)nc1C(=O)N1CCOCC1,-3,-3
CC1(C)CC(CCNCc2ccc(F)cc2)(Cc2ccccc2)CCO1 (stereo unspecified),0,-13
O=C(NCCOCc1ccc(Cl)cc1)c1cccnc1,-1,-2
Cc1cc(N)nc(SC(C)CN(C)C)n1 (stereo unspecified),.,-1
Cc1ccc(Cl)cc1NC(=O)c1ccncc1,3,2
COc1ccc(CNC(=O)Cc2ccc(Br)cc2)cc1,1,-6
Cc1ccc(CNC(=O)C(=O)NCc2ccccc2Cl)cc1,-8,3
CC(C)c1noc(COC2CCN(S(=O)(=O)C3CC3)CC2)n1,-3,-4
O=C1NC(=O)c2cc(Nc3ccccc3)c(Nc3ccccc3)cc21,-6,.

# Next structures
SMILES,Pf apPOL block,mHTT CaM bind
O=c1c2c(ncn2Cc2ccccc2)n(-c2ccccc2)c(=O)n1CC1CC1,2,-2
CCOC(=O)C1CCN(C(=O)c2cccnc2Oc2ccccc2)CC1,-2,.
COc1ccc(-c2c(C)oc3c(CN4CCCCCC4)c(O)ccc3c2=O)cc1OC,-5,15
CSc1c(C(=O)Nc2ccc(C)cc2)ccc2c1C(=O)c1ccccc1C2=O,-4,3
Cc1cccc(Nc2nc(-c3ccccn3)cs2)c1,-1,97*
CC1(C)[C@@H]2CCC1(CS(=O)(=O)N(C1CCCCC1)C1CCCCC1)C(O)C2 (stereo partly specified),.,-5
Cc1cc(Cl)ccc1N(CC(=O)NC(C)(C)C)S(C)(=O)=O,-2,0
CC(=O)c1ccc(OCC(O)CN2CC(C)CC(C)C2)cc1 (stereo unspecified),-1,-1
O=S(=O)(c1ccccc1)n1nccc1C(c1ccccc1)c1ccccc1,-2,.
NC(=O)c1cc(N2C(=O)CCC2=O)ccc1Cl,2,-7
O=C(c1ccc(F)cc1Cl)N1CCc2c(nc3cc[nH]n3c2=O)C1,3,4
Cc1nc(Cn2cccc2C(=O)Nc2ccc(C)c(Cl)c2)no1,0,-8
CNC(=O)C1CC(=O)N(c2cccc(OC)c2)C1 (stereo unspecified),-6,-4
COc1ccc(/C=C2/N=C(c3cccc([N+](=O)[O-])c3)OC2=O)c(OC)c1OC,-2,2
Cc1ccc(CNC(=O)N2CC(c3nc(C)no3)C3(CCOCC3)C2)cc1 (stereo unspecified),2,0
O=[N+]([O-])c1ccc(O)c(CN2CCCCCC2)c1,-3,4
Cc1[nH]nc2c1C(c1ccsc1)CC(=O)N2 (stereo unspecified),-1,-1
O=c1c2ccccc2nc(CSc2nnnn2-c2ccccc2)n1-c1ccccc1Cl,0,-8
Cc1ccc(/C=C/C(=O)O)cc1S(=O)(=O)N1CCC(C(=O)O)CC1,1,3
COc1ccc(-c2csc3c(=O)n(Cc4ccccc4F)cnc23)cc1,-5&-5,-16&-22
COc1ccccc1NC(=O)c1ccc(S(=O)(=O)c2ccccc2Cl)c([N+](=O)[O-])c1,19,37
COc1cc(/C=C2/NC(=O)N(CC(=O)Nc3cccc(C)c3)C2=O)ccc1OC(C)C,-5,11
Cc1ccc(-n2ncc3c(=O)[nH]c(SCC(=O)N4CCCCCC4)nc32)cc1C,-5,-2
COC(=O)c1c(C(=O)OC)c2n(c1C)[C@@H](c1cccs1)SC2,.,-4
CSc1ccc(NC(=O)N2CCC3(C2)Nc2cccnc2NC3=NC2CCCC2)cc1 (stereo unspecified),0,22
COc1cc(OC)c2c(-c3cccc(-c4ccc(CO)cc4)c3)cc(=O)oc2c1,-4,9
O=C(CCCc1ccccc1)NCCC(O)c1ccoc1 (stereo unspecified),-8,-1
CCc1ccc(CN2CCCC2c2cc(C)no2)cc1 (stereo unspecified),-7,-6
CC1=CC(C)C2(CO)COC(c3ccccc3O)C1C2C (stereo unspecified),-7,-2
O=C(C1CC1)N1CCCC(c2ccnc(-c3ccc(F)cc3)n2)C1 (stereo unspecified),-6,7
